SR-BI HDL uptake = mouse SR-BI HDL lipid transfer inhibition; inhibition, % at 12.5 µM; ldlA[mSR-BI] CHO cells, DiI-HDL uptake fluorescence, 3 h; AID 488896; hit rate 0.96% among 320,000;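 active = mean replicate inhibition of at least 70% and a set share of replicates each scoring 70 or more; inconclusive = meets just one of the two criteria; inactive = fails both criteria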;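 also: 0% = median of neutral control wells and 100% = median of positive control wells; values of inactives mirror those of a sister screen read the other way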
PKA-R1A act = PKA-R1A complex activation | P00514+P68181 | PKA-R1A dissociation, Cy5-IP20 fluorescence polarization; scaled: DMSO 0%, 113 µM cGMP 100% | activation, % at 11.4 µM | hit rate 0.083% among 340,000;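 active = percent activation above the mean of all tested compounds plus 3 SD, cut at about 19% in these data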;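 also: higher means more PKAc released from R1A so a rise in polarization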
NSD2 inh = inhibitors of human histone methyltransferase NSD2 | O96028 | NSD2 peptide methylation, AlphaScreen, 120 min | inhibition, % at 12.5 µM | hit rate 0.54% among 310,000 | AID 743445; in the data active = inhibition above about 50%
Mot1-301 SUMO = blocks SUMOylation pathway, rescuing yeast Mot1-301 growth. growth rescue, % at 18.8 µM. S. cerevisiae Mot1-301 growth rescue, ATP luminescence, 38.5C; percent above DMSO median, 100 means doubled. hit rate 1% among 320,000;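 active = every valid replicate shows activation above 250% relative to neutral control wells; inactive = the rest, any valid replicate at or below 250%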;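 also: OY570 slx delta 5 strain wells were the positive control but not used for scaling; some compounds called inactive have numbers as strong as hits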
SR-BI uptake up = activators of SR-BI mediated HDL lipid uptake. CHO ldlA[mSR-BI] cells, DiI-HDL uptake fluorescence, 3 h; 100 = double the neutral-control signal. activation, % at 12.5 µM. hit rate 0.096% among 320,000;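 active = mean replicate activation of at least 60% and every replicate at or above 60%; inconclusive = mean or all-replicate condition met, but not both; inactive = mean below 60% and not all replicates reaching 60%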;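 also: 0% = median plate neutral-control signal and 100% = twice that signal; values of inactives mirror those of a sister screen read the other way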
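Test system: SR-BI-overexpressing, LDLR-lacking CHO cells. Measured by: DiI fluorescence, bottom read. Medium: Ham's F12 with 0.5% BSA, HEPES 25 mM, pH 7.4. Timing: 3 h uptake period with compound, 37 °C.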
Arrestin-AP2 inh = blocks beta-arrestin peptide binding to AP2 adaptin; FITC-arrestin peptide / GST-AP2 beads, flow cytometry; AP2 beta2 appendage carries R879A mutation; inhibition, % at 10 µM; hit rate 0.31% among 340,000; AID 504490;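 active = inhibition above a set limit, near 3 SD of compounds lacking own fluorescence, cut at about 54% in these data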;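 also: plate controls were DMSO wells for no effect and 5 µM unlabelled arrestin peptide for full effect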
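Material – AP2 appendage R879A on GSH beads · Buffer or medium – PBS with 0.05% Tween 20 and 0.1% BSA · Probe or stimulus – fluorescein-tagged arrestin peptide at 50 nM final · Incubation – compound with beads 12 min RT, then probe 1 h RT · Detection – high-throughput flow cytometry of beads, ex 488, em 535 nm · Evaluation – percent response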
Pemphigus Ab inh = blocks pemphigus antibody binding to human desmoglein-3. P32926. DSG3-coupled beads, scFv-anti-DSG3-GFP binding, flow cytometry; hits give low values. binding (percent of control), % at 10 µM. hit rate 0.48% among 310,000. AID 588358;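 active = binding more than 3 SD below its plate's average and above zero; inconclusive = below that plate limit but binding exactly zero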;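 also: hits lower antibody fragment binding to DSG3; some compounds called inactive have numbers as strong as hits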
Target sequence (P32926 whole entry, looked up, the tested form may be a part): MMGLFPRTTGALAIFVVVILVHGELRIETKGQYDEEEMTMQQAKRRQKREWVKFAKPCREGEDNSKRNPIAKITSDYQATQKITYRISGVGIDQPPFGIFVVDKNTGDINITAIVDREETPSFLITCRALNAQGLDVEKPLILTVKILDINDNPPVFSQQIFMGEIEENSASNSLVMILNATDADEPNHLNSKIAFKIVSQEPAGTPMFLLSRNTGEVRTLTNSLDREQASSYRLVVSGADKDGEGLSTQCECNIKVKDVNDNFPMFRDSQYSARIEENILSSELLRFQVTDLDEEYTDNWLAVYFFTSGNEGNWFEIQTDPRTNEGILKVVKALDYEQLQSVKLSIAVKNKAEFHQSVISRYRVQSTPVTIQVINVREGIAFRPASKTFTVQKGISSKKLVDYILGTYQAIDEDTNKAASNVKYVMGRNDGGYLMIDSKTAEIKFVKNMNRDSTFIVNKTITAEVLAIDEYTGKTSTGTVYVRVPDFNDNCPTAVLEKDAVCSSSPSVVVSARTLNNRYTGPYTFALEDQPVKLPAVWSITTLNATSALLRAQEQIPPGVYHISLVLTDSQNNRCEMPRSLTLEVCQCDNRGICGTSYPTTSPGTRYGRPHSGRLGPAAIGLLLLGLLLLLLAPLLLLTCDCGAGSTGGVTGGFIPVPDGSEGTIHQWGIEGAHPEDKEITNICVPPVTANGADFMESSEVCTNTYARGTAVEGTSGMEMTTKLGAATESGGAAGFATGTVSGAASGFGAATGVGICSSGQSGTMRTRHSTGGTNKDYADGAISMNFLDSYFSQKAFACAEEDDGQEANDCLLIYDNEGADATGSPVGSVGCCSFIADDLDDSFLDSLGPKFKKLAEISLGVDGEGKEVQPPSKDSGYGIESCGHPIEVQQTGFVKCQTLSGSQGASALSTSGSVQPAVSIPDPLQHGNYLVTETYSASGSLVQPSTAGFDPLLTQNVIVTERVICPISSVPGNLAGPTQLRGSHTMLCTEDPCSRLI
dFosB act = enhances mouse delta FosB homodimer DNA binding; P13346; purified delta FosB, TAMRA-CDK5 oligo fluorescence polarization; percent of positive-control signal above neutral wells; activation, % at 25 µM; hit rate 0.99% among 340,000;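 active = mean activation above about 17%, with every replicate also reaching it, limit read from the data, passing the limit was not always enough; inconclusive = only one of the two conditions met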;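 also: fluorescence polarization rise as delta FosB binds a TAMRA Cdk5 AP-1 oligo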
CDK5 p35 inh = inhibitors of human CDK5/p35 kinase | hit rate 0.01% among 330,000 | inhibition, % at 10 µM | Recombinant CDK5/p35, ADP-Glo luminescence, 60 min | AID 488839;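 active = highest replicate inhibition of at least 50% and at least 75% of replicates reaching 50%; inconclusive = only one of the two criteria met; inactive = both criteria failed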;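 also: plate controls were DMSO neutral control for no effect and GW8510 at 10 µM for full effect; many of its hits are not listed in these tables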
MITF act = MITF TRPM1 promoter activation in melanoma cells; hit rate 0.75% among 300,000; activation, % at 12.5 µM; SK-MEL-5 TRPM1-promoter luciferase, 24 h; % of positive control, neutral wells = 0;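 active = mean activation of at least 80% with every replicate also reaching 80%; inconclusive = mean reaches 80% but some replicate falls short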;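 also: 0% = neutral control wells and 100% = parthenolide positive control wells; values of inactives mirror those of a sister screen read the other way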
PKA-R2B act = activates the human PKA-R2B holoenzyme complex. AID 504700. hit rate 0.079% among 340,000. PKA-R2B holoenzyme dissociation, Cy5-IP20 fluorescence polarization; R2B truncated from residue 108, S112A mutant; 0% DMSO only, 100% 113 µM cGMP. activation, % at 11.4 µM;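 active = activation above a cutoff set at the mean over all compounds plus 3 SD, cut at about 18% in these data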;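 also: higher means more holoenzyme dissociation and a rise in polarization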
Starred values were filed as active, the others as inactive; ? = inconclusive; . = not tested or not shown.

Compound	SR-BI HDL uptake	PKA-R1A act	NSD2 inh	Mot1-301 SUMO	SR-BI uptake up	Arrestin-AP2 inh	Pemphigus Ab inh	dFosB act	CDK5 p35 inh	MITF act	PKA-R2B act
Cc1ccc(C)c(NC(=O)CCc2nnc3ccc(NCc4ccco4)nn23)c1	-6	0	-2	10	6	13	.	16	-0.6	-4	-8
Cc1ccc(S(=O)(=O)NCc2ccccc2)cc1C(=O)NCC(C)(C)N1CCOCC1	-4	12	-6	-8	4	-7	100	-4	-0.6	4	-9
Cc1cc(C(=O)CSc2nnc(Cc3ccccc3)o2)c(C)n1Cc1ccc2c(c1)OCO2	-9	-1	-4	7	9	-1	.	-9	0.8	2	-5
O=C(c1ccco1)N1CCN(S(=O)(=O)c2cccc([N+](=O)[O-])c2)CC1	-23	3	3	-19	23	-28	99	-1	1.4	4	-4
O=C(NCC1CCCO1)C1CC(=O)N(C2CCCCCC2)C1 (centres undefined)	-15	0	-3	98	15	-11	102	-4	0.4	-3	-1
Cc1ccc2oc(C(=O)NCC(c3ccco3)N3CCCC3)c(C)c2c1 (centres undefined)	7	7	13	0	-7	0	105	-5	0.5	-2	-1
CC(NC(=O)Nc1ccc(F)cc1)C(c1cccs1)N1CCCC1 (centres undefined)	0	-3	-2	15	0	-1	92	-5	-0.4	-1	0
O=C(c1cccs1)N1CCN(C(=O)N2CCOCC2)CC1	-7	2	-1	-13	7	-13	98	2	-2.8	0	2
COc1ccc(/C=C2\SC(=S)N(CCC(=O)N(CCO)Cc3ccccc3)C2=O)cc1OC	34	-3	36	32	-34	-11	101	-6	0.4	-5	-10
CCCCN(CC)CCCNC(=O)c1cn(CC)c2ccc(S(=O)(=O)N3CCc4ccccc4C3)cc2c1=O	14	-11	37	28	-14	32	96	-5	-1.2	-1	-3
Cc1ccc(C)c(OCC(=O)Nc2ccc(N3CCOCC3)cc2)c1	44	-4	5	-2	-44	2	112	-10	-0.9	-12	-1
O=C(CSc1nc(-c2ccco2)cc(C(F)(F)F)n1)NCCc1ccccc1	-10	-6	-4	12	10	4	116	-2	1.0	-3	-8
O=C(NNc1c2ccccc2nc2ccccc12)c1ccc(O)cc1O	43	-3	16	-8	-43	0	103	-26	2.7	-10	6
CCOC(=O)C1(Cc2cccc(OC)c2)CCCN(C(=O)CCSC)C1 (centres undefined)	3	-3	0	-11	-3	5	96	-4	-1.2	29	1
NC1=C(Br)C(=O)c2ccccc2C1=O	-20	6	57*	45	20	40	97	7	2.9	.	-14
COc1ccc(OCC(O)CN(C2CCCCC2)C2CCCCC2)cc1 (centres undefined)	-14	-2	4	.	14	6	104	1	-0.3	7	10
COC(=O)[C@H](Cc1c[nH]c2ccccc12)NC(=O)NCc1ccc(OC)cc1	-10	-1	8	-2	10	3	116	-9	1.9	6	2
Cc1cc(C)c2oc(-c3ccc(Cl)c(NC(=O)c4ccc(C#N)cc4F)c3)nc2c1	.	-21	.	8	.	-6	.	-5	0.1	-29	13
COc1cccc(CNn2c(-c3cccc(C)c3)nc3ccccc3c2=O)c1O	13	-10	-1	38	-13	5	96	-8	0.7	-7	-15
CSCC[C@H](NC(=O)OC(C)(C)C)c1nnc(SCc2ccc(F)cc2)o1	-8	-3	1	-4	8	23	93	-8	0.0	-1	6
CN(C)c1ccnc(C(=O)O)c1	-20	-5	-4	-1	20	3	94	-1	-0.2	-2	-6
Cc1cc(C)c(S(=O)(=O)Nc2ncn[nH]2)c(C)c1	-4	-3	1	-5	4	-3	100	0	-0.6	-14	-9
O=C(NC(=S)Nc1ccc(N2CCOCC2)cc1)c1cncc(Br)c1	5	-2	4	8	-5	-5	80	-3	0.2	16	7
COC(=O)c1cc(C(=O)N2CCN(c3ncccn3)CC2)cc([N+](=O)[O-])c1	.	-3	-5	43	.	-4	99	-6	-0.4	0	5
O=C(Nc1ccccc1)c1nsnc1C(=O)Nc1ccccc1	-10	6	-2	4	10	9	95	-6	0.2	0	14
CCOc1ccccc1NC(=O)N1CCC(NC(=O)c2ccccc2C)CC1	19	-4	-1	.	-19	-16	.	2	0.8	.	-3
O=C(Nc1ccc2c(c1)N(S(=O)(=O)c1cccs1)CCC2)c1c(F)cccc1F	40	-6	14	-12	-40	-4	87	-6	-1.5	-5	-3
CC(/C=C/c1ccccc1)=N\NC(=O)Cn1cncn1	1	-4	-1	23	-1	10	94	1	9.5	.	2
O=C(COC(=O)CNC(=O)c1ccccc1)Nc1ccc(S(=O)(=O)N2CCOCC2)cc1	2	-13	-1	-3	-2	15	100	1	0.0	-8	1
COc1ccc(CCNC(=O)CN(c2ccc(OC)cc2)S(C)(=O)=O)cc1	-1	-9	-2	-9	1	0	98	7	-0.6	5	4
CCOc1ccc(S(=O)(=O)NCCC(=O)N2CCCC(C)C2)cc1 (centres undefined)	-9	3	0	8	9	-4	98	-4	-0.2	-3	5
CS(=O)(=O)Nc1ccc(C(=O)N2CCN(c3ccccc3)CC2)cc1	-3	-14	0	3	3	-11	97	-6	0.7	-1	7
Cc1ccc(C(=O)N/N=C\c2cccnc2)s1	-26	-9	-3	0	26	14	103	-13	-0.4	6	5
COCC(C)NS(=O)(=O)c1ccc(C(=O)NCCCn2ccc3ccccc32)cc1 (centres undefined)	17	6	1	47	-17	28	100	-5	0.1	-11	-1
CCCCN(CC)CCCNC(=O)C1c2ccccc2C(=O)N(C)C1c1cn(C)c2ccccc12 (centres undefined)	-15	-13	-1	.	.	2	.	-7	-5.6	-12	7
Cc1cc(Cl)ccc1NC(=S)NCC(O)c1ccccc1 (centres undefined)	35	0	0	191	-35	7	107	-9	0.2	-1	-8
COc1ccc(-c2nnc(Nc3ccc(OC)c(C(=O)N4CCCCC4)c3)c3ccccc23)cc1	?	-8	0	-9	-71	-24	102	-30	1.9	-2	-6
COc1ccc(OC)c(N=CC2=C(O)CC(C)(C)CC2=O)c1	-4	-1	-1	13	4	9	102	-2	5.5	1	9
O=S(=O)(c1ccccc1)N1CCN(C/C=C/c2ccccc2)CC1	-1	1	1	-7	1	-7	103	-3	0.0	13	-10
COc1cccc(NC(=O)C2C3C=CC(C3)C2C(=O)O)c1 (centres undefined)	7	-8	3	-8	-7	-4	111	3	-0.6	-8	-7
O=C(NC1CCCC1)c1cc2nc(-c3ccccc3)cc(-c3ccccc3)n2n1	21	-7	-9	-12	-21	2	101	-11	1.9	-5	-4
CC12CCC(C/C1=N/NC(=O)Nc1ccccc1)C2(C)C (centres undefined)	-2	-2	-2	132	2	46	96	0	-0.9	37	0
Cc1cc(C)nc(N(C#N)Cc2ccc([N+](=O)[O-])cc2)n1	.	-2	-3	52	.	21	100	-3	-0.5	-15	-1
COc1ccccc1C(C)N(C)Cc1nc(COc2ccccc2)no1 (centres undefined)	-3	3	-7	-2	3	5	99	-10	-0.6	0	5
Cc1cc(C(=O)NNc2ccc(Cl)cc2)no1	-2	0	-2	62	2	-7	94	-1	0.6	.	8
O=C(CNC(=O)c1ccccc1Br)Nc1cccc(S(=O)(=O)Nc2ccccc2Cl)c1	4	-5	2	.	-4	-5	.	-4	0.3	-6	-1
O=C(COC(=O)CNC(=O)c1ccc(Cl)cc1Cl)NC(=O)NCc1ccccc1	-7	0	-2	113	7	-5	126	0	0.3	-8	-6
Cc1c(OCC(=O)NC(Cc2c[nH]c3ccc(O)cc23)C(=O)O)ccc2c3c(c(=O)oc12)CCC3 (centres undefined)	2	-5	2	32	28	12	104	-3	0.1	0	-5
CCOC(=O)N1CCN(C(=O)/C(=C/c2ccc(Br)cc2)NC(=O)c2ccc(OC)cc2)CC1	28	2	-2	6	-28	3	88	-16	-0.3	8	1
Cc1ccc(OCCNS(=O)(=O)c2ccc(N3CCCC3=O)cc2)cc1	-17	-13	-1	3	17	-1	108	-4	-0.7	.	3
Cc1ccc(S(=O)(=O)N2CCCCC2)cc1C(=O)Nc1cccnc1	.	-4	.	4	.	-6	94	-2	2.4	-8	-2
COC(=O)c1sccc1NC(=O)CC1C(=O)NCCN1C(=O)c1ccccc1 (centres undefined)	-16	-14	-2	-1	16	2	107	1	-0.4	-2	13
CC1(C)CN(c2ccccc2)N(C(=O)c2ccc(C#N)cc2)C1=O	14	-7	.	7	-14	-5	98	3	2.1	-13	-13
COC(=O)c1ccccc1Nc1cc(C)nc2nc(C)nn12	-4	0	.	-2	4	36	108	-5	-1.4	-2	4
COc1cccc(CN(C)C(=O)CSC(C)C(=O)Nc2cc(C)on2)c1OC (centres undefined)	-21	-5	1	1	21	-9	100	-5	1.3	2	-2
Cc1ccc(S(=O)(=O)N2CCN(C(=O)Cn3c(=O)oc4ccccc43)CC2)cc1	-3	4	-6	-8	3	-8	97	-13	-2.6	16	1
CC(C)[C@H](NC(=O)c1ccccc1)C(=O)OCC(=O)Nc1ccc2c(c1)OCCO2	5	-10	-3	6	-5	12	98	-7	-0.2	-2	5
NNC(=O)c1ncoc1-c1ccc(Cl)cc1	0	-9	0	0	0	5	.	-3	-2.1	0	-1
COc1ccc(NS(=O)(=O)c2ccc(OC)c3ccccc23)cn1	-13	-4	4	81	13	32	93	-1	-2.2	-5	11
Cc1ccc(C2(COC(=O)C(C)C)CO2)c(OC(=O)C(C)C)c1 (centres undefined)	-12	3	.	3	12	5	.	-3	0.8	2	-3
C=CCN(c1nc(C)c(Br)c(OC)n1)S(=O)(=O)c1ccc(C)cc1	-2	-13	-6	-9	2	-8	100	-5	-0.8	3	-1
COc1cc(OC)c2c(c1)OC(c1ccc(OC)c(OC)c1)C(O)C2=O (centres undefined)	14	5	.	6	-14	-2	109	-9	-1.0	.	0

Screening data as filed in PubChem.
